Source: PubChem
Exocytosis inh = blocks lytic granule exocytosis | inhibition, % at 10 µM | 0.66% of 360,000 active | TALL-104 LAMP-1 surface exposure, flow cytometry; cells stimulated with thapsigargin and PMA;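 active means inhibition above about 55%, limit read from the data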
ABHD5-PLIN5 inh = inhibitors of human ABHD5-perilipin-5 interaction; 0.78% of 360,000 active; inhibition, % at 4 µM; Split G. princeps luciferase complementation, luminescence, 4 h; AID 602281;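 active means inhibition above the mean inhibition across every tested compound plus 3 SD, cut at about 22% in these data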;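 further: 0% = DMSO only wells and the 100% control is not disclosed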
CaV13 ICDI inh = Primary screen for inhibitors of IQ motif and Ca2+-dependent inactivation inhibitor domain binding in CACNA1D, Förster resonance energy transfer in living cells, …; 0.098% of 340,000 active; inhibition, % at 12.3 µM; HEK cells, CFP/YFP FRET ICDI-IQ, plate reader, 10 min; percent FRET-ratio fall versus neutral wells;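 active means mean replicate inhibition of at least 30% and at least 1% of replicates passing that level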;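 further: 0% = median of the neutral control wells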
ABCB6 inh MLPCN = blocks the human ABCB6 transporter; K562-ABCB6 porphyrin accumulation, flow cytometry, 1 h; hits give low values; fluorescence ratio to DMSO, % at 10 µM; 0.19% of 360,000 active; AID 602162; Q9NP58;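 active means fluorescence ratio to DMSO below 75%, the collection mean minus 3 SD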;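 further: signal is porphyrin accumulated inside mitochondria; 100% equals median channel fluorescence of DMSO control wells; lower ratio means ABCB6 inhibition with less porphyrin fluorescence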
m5-HT2A agonist = activates the mouse 5-HT2A serotonin receptor; P35363; CHO-K1 mHTR2A beta-arrestin complementation, luminescence; percent of 30 µM serotonin response; activation, % at 7.6 µM; 0.66% of 360,000 active; AID 624169;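 active means activation above a run cutoff, the mean activation of all tested compounds plus 3 SD, cut at about 14% in these data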;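 further: 0% = plate median of compound wells and 100% = 30 µM serotonin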
Target sequence (P35363 whole entry, looked up): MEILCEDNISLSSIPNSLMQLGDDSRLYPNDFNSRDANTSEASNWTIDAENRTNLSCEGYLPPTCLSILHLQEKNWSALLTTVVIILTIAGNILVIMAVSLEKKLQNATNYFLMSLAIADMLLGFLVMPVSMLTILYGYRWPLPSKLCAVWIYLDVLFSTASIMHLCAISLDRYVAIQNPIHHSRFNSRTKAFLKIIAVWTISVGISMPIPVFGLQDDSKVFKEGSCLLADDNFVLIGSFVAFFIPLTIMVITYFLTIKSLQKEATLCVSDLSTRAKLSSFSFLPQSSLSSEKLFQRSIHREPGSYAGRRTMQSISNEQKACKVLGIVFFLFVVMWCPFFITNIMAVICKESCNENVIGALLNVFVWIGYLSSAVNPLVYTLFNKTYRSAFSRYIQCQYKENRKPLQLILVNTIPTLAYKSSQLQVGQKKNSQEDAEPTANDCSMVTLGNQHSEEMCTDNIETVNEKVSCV
MC4R ag barr = activates human MC4R beta-arrestin recruitment. U2OS MC4R beta-arrestin complementation, luminescence; percent of melanotan II response, DMSO zero. activation, % at 8.9 µM. P32245. 0.98% of 360,000 active;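 active means activation above a per-plate cutoff, the mean activation of sample wells on that plate plus 3 SD, cut at about 8% in these data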
Target sequence (P32245 whole entry, looked up): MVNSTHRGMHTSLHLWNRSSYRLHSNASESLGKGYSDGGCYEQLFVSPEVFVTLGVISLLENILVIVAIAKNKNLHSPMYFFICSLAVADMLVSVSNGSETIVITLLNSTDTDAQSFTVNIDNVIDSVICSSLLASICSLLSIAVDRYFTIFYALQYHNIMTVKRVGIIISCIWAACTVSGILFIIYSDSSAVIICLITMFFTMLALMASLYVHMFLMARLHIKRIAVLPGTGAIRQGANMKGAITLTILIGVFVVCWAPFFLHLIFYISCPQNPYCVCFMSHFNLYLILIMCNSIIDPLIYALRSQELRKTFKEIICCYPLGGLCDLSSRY
H9c2 protect = modulators protecting cardiomyocytes from myocardial damage | H9c2 cardiomyocytes, H2O2 injury protection, ATPLite, 2 h | protection from H2O2 cell death, % at 20 µM | 0.63% of 360,000 active | AID 588492;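 active means compounds giving at least 50% protection of heart cells from peroxide-induced death in the single-dose screen, raw or plate-pattern-corrected value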;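 further: 0% = DMSO wells with peroxide and 100% = DMSO wells without peroxide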
MC4R antag cAMP = blocks human MC4R cAMP signaling. 0.48% of 360,000 active. inhibition, % at 6.5 µM. P32245. MC4R-expressing cells, MTII-stimulated cAMP, LANCE TR-FRET. AID 540295;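 active means inhibition above its plate's cutoff, the mean of tested wells on that plate plus 3 SD, cut at about 29% in these data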;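 further: 0% = Melanotan II alone and 100% = Melanotan II plus saturating MCL0020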
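System: U2OS-MC4R stable cell line; Technique: Eu-cAMP/anti-cAMP TR-FRET, emission 671 nm; Repeats: single well per compound; Also added: Melanotan II; Dosing: one concentration, 6.5 µM nominal; Schedule: 30-min compound, 1-h challenge, 1-h detection, room temperature.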
N-glyco inh = N-linked glycosylation inhibition; reporter increase, % at 12.5 µM; D54 ERlucT glycosylation luciferase reporter, 24 h; percent of 100 nM tunicamycin response; AID 588692; 0.23% of 360,000 active;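 active means mean luciferase reporter signal, scaled so untreated is 0 and the glycosylation-blocking control 100, at or above a set limit in every replicate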;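 further: luciferase carries N-glycosylation sites so blocking glycosylation raises the light; 0% = median of neutral control wells and 100% = median of 100 nM tunicamycin wells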
PDI turbidity = blocks human protein disulfide isomerase activity | P07237 | PDI insulin aggregation turbidity, A650, 90 min | inhibition, % at 10 µM | 0.052% of 350,000 active;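 active means mean inhibition across replicates of 30% or more, whatever share of single replicates reach that level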;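 further: absorbance from insulin aggregation driven by PDI reduction with DTT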
* = called active by the depositor; . = no result given.

SMILES	Exocytosis inh	ABHD5-PLIN5 inh	CaV13 ICDI inh	ABCB6 inh MLPCN	m5-HT2A agonist	MC4R ag barr	H9c2 protect	MC4R antag cAMP	N-glyco inh	PDI turbidity
Cc1ccc(NC(=O)c2cccc(S(=O)(=O)N3CCN(c4ccc(F)cc4)CC3)c2)nc1	-3.6	-6.6	-6.5	95.0	-5.1	-1.9	-16.8	1.7	-3.4	-13.8
Cc1cc(=O)oc2cc(Oc3ncccn3)ccc12	0.5	3.7	-5.5	94.0	-1.5	-1.1	4.6	-1.4	-0.9	8.5
COc1ccccc1CN1CC(C(=O)NCCc2ccc(Cl)cc2)CC1=O (centres undefined)	3.9	-1.6	-2.3	99.0	-0.3	-2.6	2.8	19.8	-0.4	-6.0
COc1ccc(CCn2c(C)c(C(C)=O)c3cc(OC(=O)c4ccco4)ccc32)cc1OC	-0.6	-2.6	.	89.0	1.8	-0.6	23.6	15.5	-1.5	-0.5
Cc1ccc(C(=O)CSc2nnc(-c3ccco3)o2)o1	-16.3	-1.0	-6.2	110.0	-0.9	-2.1	-1.0	15.2	-0.4	-4.4
O=C(CSc1nc2[nH]ncc2c(=O)[nH]1)NCc1ccccc1	9.4	-1.2	-2.6	102.0	6.9	0.1	1.3	15.3	4.1	7.7
COc1cccc(Nc2nc3ccccc3n3nnnc23)c1	-0.3	-0.8	-6.1	99.0	11.5	1.9	68.1*	-2.8	2.2	-2.7
O=C(NNC(=O)c1ccccc1-n1cccc1)c1ccc(Cl)cc1	-1.1	-1.4	.	96.0	3.2	-1.1	2.9	8.1	4.3	3.6
COc1cccc2c1OCC(CN1CCN(CCC(C)C)C(CCO)C1)=C2 (centres undefined)	-6.0	11.7	-2.0	103.0	-3.2	-0.3	11.0	11.6	-1.5	-1.9
Cc1sc2nc(CSc3ccccc3)nc(N3CCC(C(N)=O)CC3)c2c1C	12.1	3.2	-4.8	97.0	-5.2	0.0	9.8	8.1	-1.3	9.8
O=C(CN1C(=O)c2ccccc2S1(=O)=O)Nc1ncc(Cl)cc1Cl	26.5	-8.3	-2.5	96.0	-4.7	-0.5	-4.3	11.3	-16.4	8.1
O=C(CN1CCN(CC(=O)Nc2ccccn2)CC1)Nc1ccccn1	9.6	-1.7	-6.7	104.0	-2.3	-1.6	-0.9	12.0	1.3	17.2
Cn1c(=O)[nH]c(=O)c2c1nc(N1CCCCC1)n2CCSc1ncccn1	1.1	1.7	-6.7	101.0	-1.9	0.6	9.8	14.6	1.5	.
Cc1ccc2nc(SCC(=O)Nc3cc(C(F)(F)F)ccc3N3CCOCC3)[nH]c2c1	4.0	-6.8	.	100.0	1.0	4.8	-9.4	-25.1	8.4	-6.8
O=C(CSc1ccc(S(=O)(=O)N2CCOCC2)cn1)Nc1ccc(F)c(F)c1	-1.8	-7.7	-7.0	97.0	4.7	-2.7	-15.8	2.2	-1.2	-1.6
Cn1c(=O)c2cc(NC(=S)NC3CCCCC3)ccc2n1C/C=C/c1ccccc1	-2.7	-7.3	-10.2	98.0	11.9	-0.8	-13.9	7.4	-1.7	11.4
CCCCCCCCOC(=O)C(NC(=O)CCC(=O)Nc1ccc(S(N)(=O)=O)cc1)C(O)c1ccccc1 (centres undefined)	0.0	0.3	-4.9	99.0	2.5	3.0	-3.4	3.5	-1.5	-3.2
CCCn1c(SCC(=O)Nc2cc(C)on2)nc2c1c(=O)n(C)c(=O)n2C	-4.1	3.5	-3.5	102.0	5.9	-0.9	3.4	22.7	1.2	2.0
COc1ccc(C(C(=O)NC2CCCCC2)N(C(=O)c2ccco2)c2ccccc2OC)cc1 (centres undefined)	23.2	-1.8	-6.6	101.0	3.8	0.1	4.3	2.1	-0.2	-6.4
Cc1[nH]n(-c2ccc([N+](=O)[O-])cc2)c(=O)c1/C=N/N1CCOCC1	21.1	-8.1	10.2	97.0	0.0	4.4	2.8	0.3	0.7	-13.8
CCc1ccc(Oc2cc(Cl)nc(N)n2)cc1	-4.1	4.5	-4.6	97.0	-0.6	0.2	1.5	14.7	-1.5	1.3
O=C(CN(CCc1ccccc1)S(=O)(=O)c1ccc(Br)cc1)N/N=C/c1ccccc1C(=O)O	-1.3	-7.7	-4.3	99.0	0.6	-2.6	-4.2	1.5	-0.2	-3.4
CCN1C(=O)c2cccc3c(NC(=O)C4CCCCC4)ccc1c23	6.5	-7.9	-10.4	97.0	3.5	-0.2	1.0	-5.6	12.0	-2.1
C=CCOc1ccccc1CN1CCC(Cc2ccccc2)CC1	44.1	-2.1	-3.1	98.0	-11.4	0.2	-3.6	-7.6	-1.5	-1.5
COc1ccc(S(=O)(=O)N(C)CC(=O)NCc2ccc3c(c2)OCO3)cc1	29.6	-7.6	-2.2	96.0	-0.4	2.5	-5.1	19.7	0.5	9.0
C=C(C)c1cccc(C(C)(C)NC(=O)NC2CC(C)(C)NC(C)(C)C2)c1	-0.2	1.1	-3.4	102.0	1.2	-0.2	-0.3	2.2	1.4	-4.3
COc1ccc(/C=N/Nc2cc(OC)ncn2)cc1	0.7	-2.1	-2.5	94.0	-3.6	-2.1	-17.7	-2.7	-16.8	1.3
CC(=O)NCCNc1nc2cc(-c3ccc(Cl)cc3C)sc2c(=O)n1C	-3.5	-1.3	-6.1	100.0	-5.0	-0.9	-3.9	13.1	2.9	-6.4
COCCCn1c(=O)c2sccc2n(Cc2cccc(F)c2)c1=O	-0.7	1.1	-4.5	100.0	-4.7	-1.1	13.7	-0.3	-1.7	-36.7
Cc1ccc(C(=O)C(C)Oc2ccc3ccc(=O)oc3c2)cc1 (centres undefined)	-2.7	-1.2	-3.0	97.0	-2.7	-1.3	-2.3	9.1	-2.0	-2.0
C=CCN1C(=O)C(CC(=O)O)SC1=Nc1ccc(N=Nc2ccccc2)cc1 (centres undefined)	2.6	4.1	-5.1	101.0	-1.8	2.0	5.4	7.2	1.7	2.2
CC(C)(C)C(=O)[C@@H]1[C@@H]2C(=O)N(c3ccc4c(c3)OCCO4)C(=O)[C@@H]2C2c3ccccc3C=CN21 (some centres undefined)	0.3	-10.6	-2.1	104.0	-2.6	2.5	-5.4	1.1	1.3	2.2
C=C(C)CNC(=S)/N=c1\scc(C)n1CC	2.0	-0.7	-5.2	105.0	-3.7	-1.9	-7.2	-3.2	-1.7	-1.9
COc1cc(/C=C/C(=O)OCC(=O)Nc2oc(C)c3c(C)n[nH]c(=O)c23)ccc1OC(F)F	-4.1	-12.8	-6.2	95.0	1.9	2.5	3.7	13.7	2.7	1.8
O=C(Cc1ccc(NC(=O)C2CCN(C(=O)C3CCCCC3)CC2)cc1)Nc1ccc(C(=O)N2CCOCC2)cc1	-0.5	-2.3	-4.1	101.0	-3.9	-1.8	-1.8	2.8	-0.2	0.6
CC1Cc2ccccc2N1C(=O)CN1CCN(S(=O)(=O)c2cccs2)CC1 (centres undefined)	0.7	-4.0	-2.4	99.0	-14.2	-1.2	4.8	12.2	-2.1	-0.8
CCOC(=O)c1csc(-c2ccc([N+](=O)[O-])cc2)n1	-1.2	0.7	-7.0	97.0	1.6	0.6	-5.1	-7.2	-0.1	-4.2
COCCn1nnnc1C(C(C)C)N1CCC(Cc2ccccc2)CC1 (centres undefined)	6.4	0.9	.	101.0	-2.5	2.6	-5.7	0.7	-7.5	1.4
Cc1[nH]c2ccccc2c1C(=O)COC(=O)c1ccc2c(=O)n3c(nc2c1)CCC3	-0.4	9.7	-5.8	96.0	7.8	-2.5	37.3	-1.3	-5.3	1.3
COc1ccc(CNC(=O)COC(=O)c2ccccn2)cc1	-0.3	2.3	-3.3	100.0	3.3	1.2	6.0	6.3	-0.6	2.9
CC(NC(=S)Nc1ccc(Cl)cc1)C(c1ccccc1)N1CCOCC1 (centres undefined)	0.3	5.9	3.1	96.0	-3.2	2.4	-2.0	25.4	-2.3	-0.2
Fc1ccc(C2=Nc3cccc4cccc(c34)N2)cc1	1.2	-0.9	-1.3	104.0	0.7	-1.9	-5.4	-1.4	2.1	-3.1
Cc1cc(C(=O)OCC(=O)Nc2ccc(S(N)(=O)=O)cc2)c2ccccc2n1	-2.4	2.9	-2.2	91.0	1.8	-1.1	-0.7	1.8	2.6	0.8
O=[N+]([O-])c1ccccc1COc1ccc(Cl)c2cccnc12	-5.8	-6.3	-1.5	100.0	3.2	3.5	0.0	15.8	-19.1	-9.7
CCOC(=O)CC1C(=O)NCCN1S(=O)(=O)c1ccc(Cl)c(Cl)c1 (centres undefined)	-3.0	-2.7	-4.7	93.0	4.2	-0.4	-1.7	-1.2	0.2	5.4
O=C(NCc1ccc2c(c1)OCO2)c1cccs1	-0.7	1.1	-7.9	104.0	-1.4	-0.8	6.8	5.5	-0.8	3.0
Cn1c(SCC(=O)N2CCOCC2)nnc1-c1cccc(NC(=O)c2ccccc2)c1	-6.9	-1.0	.	106.0	1.6	-2.8	2.7	-2.0	-1.8	12.9
O=C(CN1CCN(c2ccc(F)cc2)CC1)NCc1cccs1	0.0	0.5	-0.8	92.0	-1.9	-1.0	2.7	13.4	-0.8	-2.2
CCCC(=O)Nc1ccc2oc(=O)ccc2c1	-0.8	-2.0	5.7	97.0	1.6	-1.6	3.6	9.4	-0.8	3.2
CCOc1ccc(NC(=O)CN(C)C(=O)c2ccc(N3CCCCCC3)c([N+](=O)[O-])c2)cc1OCC	4.6	0.4	-6.5	99.0	-8.1	-3.6	-7.3	14.8	-2.4	-0.4
O=C(COC(=O)c1cc2ccccc2o1)c1ccccc1	-2.8	-2.2	-6.8	98.0	-2.2	0.1	0.3	-2.0	-0.7	-0.5
Cc1cc(C)cc(NC(=O)C2(c3ccccc3)CC2(Cl)Cl)c1 (centres undefined)	11.1	-6.0	-3.9	94.0	-7.6	0.0	-13.4	10.5	-1.8	-4.7
O=C(C1CC1)N1CCCC(c2ccc(Cl)cc2)=N1	-5.2	1.9	-4.5	96.0	-9.2	0.3	-5.7	1.8	1.1	-2.4
CC(=O)Nc1ccc(NC(=O)CSc2nnc(C)c(=O)[nH]2)cc1	26.2	0.6	-7.1	99.0	-1.1	-0.3	0.3	1.4	1.5	-5.3
O=C1c2ccccc2C(=O)N1CCCCN(C(=O)c1cc([N+](=O)[O-])cc([N+](=O)[O-])c1)c1ccc(Cl)cc1	2.8	-0.1	-4.8	92.0	2.1	1.3	-2.8	3.0	-4.6	-2.8

Sorted by SMILES length (lowest first): three of the compounds above.
SMILES	Exocytosis inh	ABHD5-PLIN5 inh	CaV13 ICDI inh	ABCB6 inh MLPCN	m5-HT2A agonist	MC4R ag barr	H9c2 protect	MC4R antag cAMP	N-glyco inh	PDI turbidity
CCc1ccc(Oc2cc(Cl)nc(N)n2)cc1	-4.1	4.5	-4.6	97.0	-0.6	0.2	1.5	14.7	-1.5	1.3
O=C(C1CC1)N1CCCC(c2ccc(Cl)cc2)=N1	-5.2	1.9	-4.5	96.0	-9.2	0.3	-5.7	1.8	1.1	-2.4
O=C(NNC(=O)c1ccccc1-n1cccc1)c1ccc(Cl)cc1	-1.1	-1.4	.	96.0	3.2	-1.1	2.9	8.1	4.3	3.6

Compounds as they come. About 4.2% of those tested had a hit in this group.
